Bim-Bcl-XL – inhibitors of Bim-Bcl-XL interaction, human. AID 1007. inhibition, % at 10 µM. Bim peptide-Bcl-XL binding, bead flow cytometry, fluorescence. 190,000 tested, 0.04% active
Target sequence (Q07817 whole entry, looked up): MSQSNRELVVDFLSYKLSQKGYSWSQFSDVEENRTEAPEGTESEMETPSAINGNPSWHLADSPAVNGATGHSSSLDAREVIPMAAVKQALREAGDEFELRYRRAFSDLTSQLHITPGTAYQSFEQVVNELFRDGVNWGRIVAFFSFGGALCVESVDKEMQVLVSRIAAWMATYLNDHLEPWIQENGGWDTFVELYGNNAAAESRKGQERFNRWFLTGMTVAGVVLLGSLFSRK
Rac1 wt modul – alters GTP binding to wildtype human Rac1. 190,000 tested, 0.27% active. GST-Rac1 beads, fluorescent GTP binding, flow cytometry; actives lie on both sides; 0 = cold GTP competed, 100 = untreated. GTP binding activity (% of control), % at 10 µM;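 active = GTP binding activity at least 20 points away from the 100% control level, either lower or higher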
Cdc42 wt – changes GTP binding to wildtype human Cdc42. 190,000 tested, 0.2% active. AID 761. GST-Cdc42 beads, Bodipy-GTP binding, flow cytometry; actives lie on both sides. percent activity (GTP binding), % at 10 µM. P60953;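 active = percent activity GTP binding at least 20 points away from the 100% baseline, either down as inhibitor or up as activator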;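 also: median bead fluorescence of bound Bodipy-FL-GTP at 100 nM; 0% = excess unlabeled GTP control and 100% = no compound control; below 100% means less GTP binding so inhibitor and above means activator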
Bim-Bfl-1 – inhibitors of Bim-Bfl-1 interaction, human; Bead-based flow cytometry, Bim-Bfl-1 binding inhibition; inhibition, % at 10 µM; 190,000 tested, 0.12% active; Q16548;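 also: 0% = wells without compound plus tracer and 100% = blocker peptide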
Rab2A wt mod – changes GTP binding to wildtype dog Rab2A, up or down. P61105. AID 760. GST-Rab2 wt beads, Bodipy-GTP binding, flow cytometry. 190,000 tested, 0.19% active. GTP binding activity, % at 10 µM;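 active = GTP binding activity at least 20 points away from 100%, either lowered or raised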;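 also: 0% = beads with excess unlabeled GTP and 100% = no-compound control corrected for plate trend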
Rac1 act GTP bind – alters GTP binding to activated mutant human Rac1; percent activity (GTP binding), % at 10 µM; 190,000 tested, 0.11% active; GST-Rac1 activated beads, fluorescent GTP binding, flow cytometry; actives lie on both sides; 100% means binding = to untreated wells; P63000;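 active = GTP binding at least 20 percentage points away from the 100% baseline, in either direction, so actives lie on both sides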
Rab7 wt modul – modulators of GTP binding to dog Rab7 wildtype GTPase. GTP binding activity (percent of control), % at 10 µM. AID 758. 190,000 tested, 0.055% active. GST-Rab7 beads, fluorescent GTP binding, flow cytometry; actives lie on both sides; untreated = 100%, excess cold GTP = 0%;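 active = fluorescent GTP binding to Rab7 beads changed by at least 20 points from the 100% baseline, either direction, mostly lower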;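 also: median green fluorescence of bound Bodipy-FL-GTP per Rab7 bead population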
Bcl-2 Bim block – inhibitors of Bim-Bcl-2 interaction, human; P10415; Bead-based flow cytometry, Bim peptide-Bcl-2 binding; inhibition, % at 10 µM; 190,000 tested, 0.06% active; in the data active = inhibition above about 40%;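 also: 0% = no compound wells with probe peptide and 100% = reference peptide inhibitor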
Target sequence (P10415 whole entry, looked up): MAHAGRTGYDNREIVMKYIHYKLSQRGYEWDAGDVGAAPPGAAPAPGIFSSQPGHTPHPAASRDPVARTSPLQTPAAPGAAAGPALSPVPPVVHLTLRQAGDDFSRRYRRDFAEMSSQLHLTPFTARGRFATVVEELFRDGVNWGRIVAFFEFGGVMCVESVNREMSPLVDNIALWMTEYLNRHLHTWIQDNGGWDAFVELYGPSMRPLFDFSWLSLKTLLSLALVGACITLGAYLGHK
HRas wt GTP – human HRas wildtype GTP binding, change in either direction. 190,000 tested, 0.14% active. GST-Ras wt beads, Bodipy-FL-GTP binding, flow cytometry; actives lie on both sides. GTP binding activity, % at 10 µM;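 active = GTP binding activity at least 20% away from the 100% baseline, either lowered as inhibitor or raised as activator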;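 also: 0% = unlabeled GTP competition control and 100% = no-compound control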
Target sequence (P01112 whole entry, looked up): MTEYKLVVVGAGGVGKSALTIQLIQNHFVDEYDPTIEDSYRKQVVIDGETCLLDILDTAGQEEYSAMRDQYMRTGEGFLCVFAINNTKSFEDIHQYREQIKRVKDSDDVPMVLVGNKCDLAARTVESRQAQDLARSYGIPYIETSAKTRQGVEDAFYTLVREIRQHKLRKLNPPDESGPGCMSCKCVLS
Bcl-W Bim block – inhibitors of Bim-Bcl-W interaction, human. Q92843. bead-based flow cytometry, Bim peptide-Bcl-W binding. inhibition, % at 10 µM. 190,000 tested, 0.02% active. AID 952;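 also: 0% = bound tracer without compound and 100% = peptide blocker; higher means less fluorescent Bim peptide bound to Bcl-W beads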
Bim-Bcl-B – inhibitors of Bim-Bcl-B interaction, human; Q9HD36; bead-based flow cytometry, Bim peptide-Bcl-B binding; inhibition, % at 10 µM; 190,000 tested, 0.073% active;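 also: 0% = tracer peptide without compound and 100% = reference inhibitor peptide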
Target sequence (Q9HD36 whole entry, looked up): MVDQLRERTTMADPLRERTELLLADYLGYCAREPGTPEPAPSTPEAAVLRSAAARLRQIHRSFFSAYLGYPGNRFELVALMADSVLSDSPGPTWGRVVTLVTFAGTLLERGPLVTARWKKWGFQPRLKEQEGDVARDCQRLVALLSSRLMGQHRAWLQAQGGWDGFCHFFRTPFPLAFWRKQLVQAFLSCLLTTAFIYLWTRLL
An asterisk follows results filed as active. Rule as the data show it, unless noted: active = inhibition above about 40%.

For CN1CCN(C(=O)c2ccccc2NC(=O)C(C)(C)C)CC1 the results were Bim-Bcl-XL -7, Rac1 wt modul 104, Cdc42 wt 102, Bim-Bfl-1 -1, Rab2A wt mod 101, Rac1 act GTP bind 100, Rab7 wt modul 100, Bcl-2 Bim block -2, HRas wt GTP 104, Bcl-W Bim block -7 and Bim-Bcl-B -4.
CCc1ccc(NS(=O)(=O)c2ccc(OC)c(C)c2)cc1 was read as Bim-Bcl-XL 1, Rac1 wt modul 109, Cdc42 wt 106, Bim-Bfl-1 0, Rab2A wt mod 105, Rac1 act GTP bind 99, Rab7 wt modul 110, Bcl-2 Bim block 0, HRas wt GTP 107, Bcl-W Bim block 0 and Bim-Bcl-B 0.
Cn1nnnc1SCC(=O)N1CCN(Cc2ccccc2)CC1 was read as Bim-Bcl-XL -1, Rac1 wt modul 105, Cdc42 wt 106, Bim-Bfl-1 -3, Rab2A wt mod 105, Rac1 act GTP bind 101, Rab7 wt modul 102, Bcl-2 Bim block -2, HRas wt GTP 105, Bcl-W Bim block 0 and Bim-Bcl-B -1.
For NS(=O)(=O)c1ccc(N=Cc2c(O)c3ccccc3oc2=O)cc1 the results were Bim-Bcl-XL -8, Rac1 wt modul 93, Cdc42 wt 99, Bim-Bfl-1 -8, Rab2A wt mod 99, Rac1 act GTP bind 92, Rab7 wt modul 98, Bcl-2 Bim block -1, HRas wt GTP 95, Bcl-W Bim block -1 and Bim-Bcl-B -5.
For COc1ccc(OC)c(CN2CCN(Cc3cccc4ccccc34)CC2)c1 the results were Bim-Bcl-XL -2, Rac1 wt modul 97, Cdc42 wt 93, Bim-Bfl-1 -1, Rab2A wt mod 98, Rac1 act GTP bind 94, Rab7 wt modul 103, Bcl-2 Bim block -1, HRas wt GTP 96, Bcl-W Bim block 0 and Bim-Bcl-B -7.
Screening Cc1ccc2c(c1)c(Sc1ccccc1)c(CC(=O)O)n2C returned Bim-Bcl-XL -5, Rac1 wt modul 87, Cdc42 wt 86, Bim-Bfl-1 0, Rab2A wt mod 85, Rac1 act GTP bind 85, Rab7 wt modul 92, Bcl-2 Bim block 0, HRas wt GTP 88, Bcl-W Bim block 0 and Bim-Bcl-B -2.
`O=C(/C=C/c1ccc(F)cc1)NCc1cccs1` gave Bim-Bcl-XL -1, Rac1 wt modul 100, Cdc42 wt 104, Bim-Bfl-1 0, Rab2A wt mod 100, Rac1 act GTP bind 99, Rab7 wt modul 96, Bcl-2 Bim block -2, HRas wt GTP 100, Bcl-W Bim block -1 and Bim-Bcl-B -5.
Screening Cn1cc([N+](=O)[O-])c(C(=O)N/N=C/c2ccc([N+](=O)[O-])cc2)n1 returned Bim-Bcl-XL -7, Rac1 wt modul 101, Cdc42 wt 99, Bim-Bfl-1 -13, Rab2A wt mod 100, Rac1 act GTP bind 100, Rab7 wt modul 100, Bcl-2 Bim block -8, HRas wt GTP 99, Bcl-W Bim block -5 and Bim-Bcl-B -5.
For CC(C)(C)N=C1C([N+](=O)[O-])=CC=C2C1=NC1(CCCCC1)N2O the results were Bim-Bcl-XL -3, Rac1 wt modul 102, Cdc42 wt 101, Bim-Bfl-1 14, Rab2A wt mod 98, Rac1 act GTP bind 98, Rab7 wt modul 100, Bcl-2 Bim block 3, HRas wt GTP 100, Bcl-W Bim block 5 and Bim-Bcl-B -7.
`Cc1cc(C)c2cc(C=O)c(Cl)nc2c1` gave Bim-Bcl-XL 1, Rac1 wt modul 98, Cdc42 wt 99, Bim-Bfl-1 6, Rab2A wt mod 96, Rac1 act GTP bind 97, Rab7 wt modul 95, Bcl-2 Bim block 5, HRas wt GTP 97, Bcl-W Bim block 1 and Bim-Bcl-B 3.

Next section; it opens with the 2 that closed the last part.
For CC(C)(C)N=C1C([N+](=O)[O-])=CC=C2C1=NC1(CCCCC1)N2O the results were Bim-Bcl-XL -3, Rac1 wt modul 102, Cdc42 wt 101, Bim-Bfl-1 14, Rab2A wt mod 98, Rac1 act GTP bind 98, Rab7 wt modul 100, Bcl-2 Bim block 3, HRas wt GTP 100, Bcl-W Bim block 5 and Bim-Bcl-B -7.
`Cc1cc(C)c2cc(C=O)c(Cl)nc2c1` gave Bim-Bcl-XL 1, Rac1 wt modul 98, Cdc42 wt 99, Bim-Bfl-1 6, Rab2A wt mod 96, Rac1 act GTP bind 97, Rab7 wt modul 95, Bcl-2 Bim block 5, HRas wt GTP 97, Bcl-W Bim block 1 and Bim-Bcl-B 3.
`Cc1cc(C)c(C#N)c(SCCS(=O)(=O)Cc2ccccc2)n1` gave Bim-Bcl-XL -11, Rac1 wt modul 104, Cdc42 wt 102, Bim-Bfl-1 -18, Rab2A wt mod 102, Rac1 act GTP bind 101, Rab7 wt modul 97, Bcl-2 Bim block -11, HRas wt GTP 99, Bcl-W Bim block -2 and Bim-Bcl-B -10.
O=C(CNC(=O)C12CC3CC(CC(C3)C1)C2)NC1=NCCS1 was read as Bim-Bcl-XL -1, Rac1 wt modul 101, Cdc42 wt 99, Bim-Bfl-1 0, Rab2A wt mod 100, Rac1 act GTP bind 100, Rab7 wt modul 103, Bcl-2 Bim block 1, HRas wt GTP 100, Bcl-W Bim block 0 and Bim-Bcl-B 1.
For C=CCNC(=O)CCNS(=O)(=O)c1ccc(Br)cc1 the results were Bim-Bcl-XL -5, Rac1 wt modul 101, Cdc42 wt 100, Bim-Bfl-1 -22, Rab2A wt mod 98, Rac1 act GTP bind 99, Rab7 wt modul 98, Bcl-2 Bim block -9, HRas wt GTP 100, Bcl-W Bim block -6 and Bim-Bcl-B -9.
Screening CC(C)(C)c1cc(CN2CCN(CCO)CC2)cc(C(C)(C)C)c1O returned Bim-Bcl-XL -7, Rac1 wt modul 112, Cdc42 wt 104, Bim-Bfl-1 -19, Rab2A wt mod 104, Rac1 act GTP bind 102, Rab7 wt modul 101, Bcl-2 Bim block -10, HRas wt GTP 104, Bcl-W Bim block -3 and Bim-Bcl-B -6.
`CCOC(=O)CCn1c(CC(=O)OCC)nc2ccccc21` gave Bim-Bcl-XL -8, Rac1 wt modul 105, Cdc42 wt 101, Bim-Bfl-1 -14, Rab2A wt mod 101, Rac1 act GTP bind 102, Rab7 wt modul 101, Bcl-2 Bim block -8, HRas wt GTP 102, Bcl-W Bim block -3 and Bim-Bcl-B -10.
Cc1cc2ncn(CC(O)COC3CCCCC3)c2cc1C (stereo not given) was read as Bim-Bcl-XL 0, Rac1 wt modul 101, Cdc42 wt 102, Bim-Bfl-1 -1, Rab2A wt mod 102, Rac1 act GTP bind 99, Rab7 wt modul 100, Bcl-2 Bim block -1, HRas wt GTP 103, Bcl-W Bim block 3 and Bim-Bcl-B 0.
For O=[N+]([O-])/C=C/c1c(OCc2ccccc2)ccc2ccccc12 the results were Bim-Bcl-XL 9, Rac1 wt modul 102, Cdc42 wt 95, Bim-Bfl-1 1, Rab2A wt mod 98, Rac1 act GTP bind 95, Rab7 wt modul 101, Bcl-2 Bim block -2, HRas wt GTP 98, Bcl-W Bim block 4 and Bim-Bcl-B -13.
CC(C)n1c(SC2C(=O)CC(C)(C)CC2=O)nc2c1c(=O)n(C)c(=O)n2C was read as Bim-Bcl-XL -3, Rac1 wt modul 98, Cdc42 wt 96, Bim-Bfl-1 -10, Rab2A wt mod 96, Rac1 act GTP bind 96, Rab7 wt modul 97, Bcl-2 Bim block -5, HRas wt GTP 98, Bcl-W Bim block -2 and Bim-Bcl-B -8.
O=C(CSCc1ccc(Cl)cc1)N1CCN(Cc2ccc3c(c2)OCO3)CC1 was read as Bim-Bcl-XL 1, Rac1 wt modul 102, Cdc42 wt 101, Bim-Bfl-1 1, Rab2A wt mod 98, Rac1 act GTP bind 99, Rab7 wt modul 98, Bcl-2 Bim block 5, HRas wt GTP 100, Bcl-W Bim block 1 and Bim-Bcl-B 2.
Screening CCOC(=O)CCNC(C(=O)OCC)c1ccccc1 (stereo not given) returned Bim-Bcl-XL -2, Rac1 wt modul 104, Cdc42 wt 100, Bim-Bfl-1 -8, Rab2A wt mod 102, Rac1 act GTP bind 100, Rab7 wt modul 104, Bcl-2 Bim block -5, HRas wt GTP 102, Bcl-W Bim block -1 and Bim-Bcl-B -9.
Screening CCn1nnc(-c2ccccc2NC(=O)c2cccc(-n3cnnn3)c2)n1 returned Bim-Bcl-XL -2, Rac1 wt modul 101, Cdc42 wt 101, Bim-Bfl-1 -1, Rab2A wt mod 101, Rac1 act GTP bind 99, Rab7 wt modul 101, Bcl-2 Bim block 0, HRas wt GTP 101, Bcl-W Bim block 0 and Bim-Bcl-B -2.
For CCn1cc(C(=O)NCc2ccc3c(c2)OCO3)c(=O)c2cc(F)c(N3CCN(C)CC3)cc21 the results were Bim-Bcl-XL 0, Rac1 wt modul 101, Cdc42 wt 99, Bim-Bfl-1 -5, Rab2A wt mod 100, Rac1 act GTP bind 99, Rab7 wt modul 99, Bcl-2 Bim block -7, HRas wt GTP 99, Bcl-W Bim block -4 and Bim-Bcl-B -3.
COc1cc(NC(=O)C(=O)NCCN(C)C)c(OC)cc1Cl was read as Bim-Bcl-XL 0, Rac1 wt modul 103, Cdc42 wt 93, Bim-Bfl-1 -5, Rab2A wt mod 99, Rac1 act GTP bind 97, Rab7 wt modul 102, Bcl-2 Bim block 1, HRas wt GTP 98, Bcl-W Bim block -3 and Bim-Bcl-B -1.
`CC(C)(C)NC(=O)CSc1nnc(C2CC2)n1Cc1ccccc1` gave Bim-Bcl-XL -7, Rac1 wt modul 104, Cdc42 wt 102, Bim-Bfl-1 -6, Rab2A wt mod 100, Rac1 act GTP bind 99, Rab7 wt modul 103, Bcl-2 Bim block -8, HRas wt GTP 98, Bcl-W Bim block -2 and Bim-Bcl-B -9.
`Cn1c(Cn2c(=O)sc3ccccc32)nnc1SCc1ccccc1F` gave Bim-Bcl-XL -7, Rac1 wt modul 101, Cdc42 wt 98, Bim-Bfl-1 -10, Rab2A wt mod 97, Rac1 act GTP bind 95, Rab7 wt modul 95, Bcl-2 Bim block -6, HRas wt GTP 96, Bcl-W Bim block -1 and Bim-Bcl-B -4.
O=C1OC2CCC1(c1ccccc1)C2 (stereo not given) was read as Bim-Bcl-XL -5, Rac1 wt modul 106, Cdc42 wt 103, Bim-Bfl-1 4, Rab2A wt mod 106, Rac1 act GTP bind 98, Rab7 wt modul 104, Bcl-2 Bim block 5, HRas wt GTP 105, Bcl-W Bim block -2 and Bim-Bcl-B -1.
For c1ccc(-c2nc(N3CCCCCC3)nc(-n3ccnc3)n2)cc1 the results were Bim-Bcl-XL -1, Rac1 wt modul 103, Cdc42 wt 101, Bim-Bfl-1 0, Rab2A wt mod 101, Rac1 act GTP bind 101, Rab7 wt modul 101, Bcl-2 Bim block 1, HRas wt GTP 103, Bcl-W Bim block 0 and Bim-Bcl-B -2.
For CCCC1COC(Cn2cncn2)(c2ccc(C)cc2)O1 (stereo not given) the results were Bim-Bcl-XL -3, Rac1 wt modul 101, Cdc42 wt 102, Bim-Bfl-1 -10, Rab2A wt mod 98, Rac1 act GTP bind 97, Rab7 wt modul 99, Bcl-2 Bim block -9, HRas wt GTP 98, Bcl-W Bim block 4 and Bim-Bcl-B -3.

Screens (PubChem)
